GALK inhibitor – qHTS Assay for Inhibitors of Human Galactokinase (GALK); Potency, µM (top dose mostly 57.5 µM), inactives show at the top dose activity change, negative = inhibition, most hits filed as inhibitors; hit rate 0.007% among 270,000; P51570; Purified GALK, Kinase-Glo residual ATP luminescence; also: potency is read from the fitted curve at half-maximal effect
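GALK at 5 nM final was combined with compound, 35 uM ATP and 100 uM galactose in HEPES pH8.0 with MgCl2 and DTT. The reaction ran one hour at room temperature before luminescent ATP detection.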
KCNH2 3.1 inh – qHTS for Inhibitors of KCHN2 3.1: Mutant qHTS. hit rate 0.95% among 340,000. activity change, % (tested at about 1.8 µM). AID 720553, 2013. U2OS KCNH2 3.1, thallium flux FluxOr; active compounds read low;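 active = maximum activity change below -70%; inconclusive = maximum activity change from -70% to -50%; inactive = maximum activity change above -50%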;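 also: thallium influx rate constant from kinetic fluorescence after stimulation buffer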
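Measured as rate of thallium-driven FluxOr signal in transduced U2OS cells carrying the 3.1 channel, read kinetically for 2 min upon stimulation; values are rate constants scaled to DMSO control wells.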
USP2a block – qHTS Assay for Inhibitors of Ubiquitin-specific Protease USP2a Using CHOP2 as the Reporter; USP2 core, Ub-CHOP2 coupled fluorogenic reporter, 485/531; Ubiquitin carboxyl-terminal hydrolase 2 (Homo sapiens), O75604; Potency, µM (series often up to 38.3 µM), for the others: at the top dose activity change, negative = inhibition, hits mostly inhibitors; hit rate 0.01% among 330,000;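 also: potency is read from the fitted curve at half-maximal effect; plate controls were DMSO wells for no effect and full inhibition by NEM control for full effect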
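USP2 core (10nM final) preincubated 30min RT with compound in 20mM Tris-HCl pH 8.0, 2mM CaCl2, 2mM beta-mercaptoethanol, 0.05% CHAPS; 25nM Ub-CHOP2 plus 25nM reporter substrate added, fluorescence (Ex485/Em531) read after 60min.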
BCR signal inh – qHTS Assay to Find Inhibitors of Chronic Active B-Cell Receptor Signaling. ABC-DLBCL IkBa-CBG/CBR reporter, luminescence ratio, 4 h. Potency, µM (highest dose often 46.1 µM), for inactives: top-dose ratio change, negative = lower green/red ratio, hits mostly inhibitors. hit rate 0.05% among 340,000. AID 493014, 2011; active = well fitted inhibition curve with a large enough effect in the signal ratio, with a control signal flat, not every such curve was filed as active; inconclusive = small, poorly fitted or top-dose-only effect, or effect the other way, or a change in a side signal; the % refers to the signal ratio;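 also: potency is read from the fitted curve at half-maximal effect; plate controls were basal doxycycline-induced cells for no effect and cells given 10 µM MG132 for full effect; MG132 reads +100%, hits lower the ratio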
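Concentration-response series (up to 46 uM) were applied to TMD8 dual-reporter cells for 4 h at 37C with doxycycline. Green/red ratio, after filter-overlap correction, defined %Activity; red signal alone was normalised to basal cells and zero luminescence.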
B2AR arrestin – qHTS assay of beta-arrestin-biased ligands of beta2-adrenergic receptor; AID 492947, 2010; Beta-2 adrenergic receptor (Homo sapiens), P07550; beta-arrestin recruitment to beta2AR, cell-based reporter; Potency, µM (highest dose often 46.1 µM), for the others: at the highest dose activation, usual class: activators; hit rate 0.02% among 330,000;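 also: potency is read from the fitted curve at half-maximal effect; 0% = DMSO controls and full agonism = EC100 isoproterenol or metaproterenol; nearly all actives have a fitted effect of over 65% in size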
PKM2 activator – qHTS Assay for Activators of Human Muscle isoform 2 Pyruvate Kinase | purified PKM2, Kinase-Glo ATP luminescence, activation; response scale: 0% is enzyme alone, no compound | Potency, µM (series often up to 57.5 µM), for the others: at the top dose activation, hits mostly activators | AID 1631, 2009 | hit rate 0.34% among 260,000 | Pyruvate kinase PKM (Homo sapiens), P14618; also: potency is read from the fitted curve at half-maximal effect; nearly all actives have a fitted effect of over 55% in size
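ATP formation by purified human PK-M2, quantified via coupled luciferase luminescence after 1 h at room temperature with 0.1 mM ADP and 0.5 mM PEP final.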
Coupling enz – qHTS Assay for Inhibitors of Fructose-1,6-bisphosphate Aldolase from Giardia Lamblia: Coupling assay counterscreen | coupling enzyme system counterscreen, AmpLite Red fluorescence | activity change, negative = inhibition, % at 58.2 µM, hits read low | hit rate 0.67% among 290,000 | AID 2472, 2010; in the data active = activity change below about -30%
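Coupling enzymes only (glyceraldehyde-3-phosphate) + compound, at 57.5 uM final, 10 min RT; add substrate/coupling/AmpLite Red mix, 20 min RT; fluorescence ex 525/em 598 nm. Actives flag coupling-system interference.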
hERG WT inh – qHTS for Inhibitors of KCHN2 3.1: Wildtype qHTS; Voltage-gated inwardly rectifying potassium channel KCNH2 (Homo sapiens), Q12809; U2OS, BacMam KCNH2, thallium flux FluxOr; active compounds read low; activity change, % at 1.84 µM; hit rate 0.37% among 340,000;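 active = maximum activity change below -70%; inconclusive = maximum activity change between -70% and -50%; inactive = maximum activity change above -50%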
Target sequence (Q12809 whole entry, looked up): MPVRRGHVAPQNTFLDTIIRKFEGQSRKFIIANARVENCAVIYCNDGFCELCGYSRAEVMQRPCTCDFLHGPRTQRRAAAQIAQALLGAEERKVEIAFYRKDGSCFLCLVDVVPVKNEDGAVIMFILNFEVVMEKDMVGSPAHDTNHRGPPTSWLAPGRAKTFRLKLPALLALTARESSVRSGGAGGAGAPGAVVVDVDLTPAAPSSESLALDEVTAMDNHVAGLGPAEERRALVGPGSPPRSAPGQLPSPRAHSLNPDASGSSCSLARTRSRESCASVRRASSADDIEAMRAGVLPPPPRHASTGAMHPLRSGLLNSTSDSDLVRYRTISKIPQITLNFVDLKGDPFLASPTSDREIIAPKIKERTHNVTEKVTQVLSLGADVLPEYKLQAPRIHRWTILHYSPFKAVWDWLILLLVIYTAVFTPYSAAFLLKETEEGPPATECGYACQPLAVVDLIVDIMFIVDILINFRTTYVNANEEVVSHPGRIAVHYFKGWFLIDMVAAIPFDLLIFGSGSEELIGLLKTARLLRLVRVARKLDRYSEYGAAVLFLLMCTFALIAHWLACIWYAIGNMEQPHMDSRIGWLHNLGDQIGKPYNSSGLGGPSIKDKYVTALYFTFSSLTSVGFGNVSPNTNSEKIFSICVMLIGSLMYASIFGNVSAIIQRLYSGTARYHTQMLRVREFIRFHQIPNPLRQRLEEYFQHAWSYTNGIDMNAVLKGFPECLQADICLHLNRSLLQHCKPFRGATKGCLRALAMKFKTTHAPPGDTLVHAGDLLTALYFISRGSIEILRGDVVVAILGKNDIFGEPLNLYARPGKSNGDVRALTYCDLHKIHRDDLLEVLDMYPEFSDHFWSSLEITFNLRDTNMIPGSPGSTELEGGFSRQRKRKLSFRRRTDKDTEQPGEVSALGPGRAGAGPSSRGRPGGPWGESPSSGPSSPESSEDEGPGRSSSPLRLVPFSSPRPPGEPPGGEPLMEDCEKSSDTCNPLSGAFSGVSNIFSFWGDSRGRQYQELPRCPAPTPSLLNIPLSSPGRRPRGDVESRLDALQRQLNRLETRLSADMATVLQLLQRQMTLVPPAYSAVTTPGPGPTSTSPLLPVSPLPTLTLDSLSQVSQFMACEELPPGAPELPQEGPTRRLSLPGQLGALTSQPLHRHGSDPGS
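U2OS cells were transduced with wild-type KCNH2 virus (2.03 x 10^8 / mL) for 4 h at room temperature, then cultured overnight at 37 C. Thallium flux was read with FluxOr dye. Rate constants were normalized to DMSO controls.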
Eya2 phos inh – qHTS Assay for Inhibitors of the Phosphatase Activity of Eya2; recombinant Eya2, OMFP fluorescence dephosphorylation (OMFP is methylfluorescein phosphate); Potency, µM (series often up to 76.9 µM), for the others: top-dose activity, negative = inhibition, hits mostly inhibitors; hit rate 0.006% among 330,000; AID 488837, 2010; also: potency is read from the fitted curve at half-maximal effect
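Eya2 protein (added as 0.2 uM solution) was preincubated with compound for 10 min at ambient temperature in 50 mM HEPES pH 7.5, 50 mM NaCl, 5 uM MgCl2, 0.05% BSA, 1 mM DTT. OMFP (added at 50 uM) then reacted 10 min; fluorescence read at 485/525 nm.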
Giardia killer – Small Molecules that selectively kill Giardia lamblia: qHTS | activity change, % at 7.66 µM, hits read low | Giardia lamblia trophozoite viability | hit rate 0.15% among 340,000; in the data active = activity change below about -80%; inconclusive = between about -30% and that limit;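 also: parasites exposed to compound for two days anaerobically before the ATP read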
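Trophozoite viability was measured as ATP-dependent luminescence, read 15-30 min after reagent addition. Before that, parasites at 100 cells/well were exposed to compounds for 48 h, anaerobically, at 37 deg C.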
uPA generation – qHTS for Inhibitors of Cell Surface uPA Generation | cell surface uPA generation assay, qHTS | Potency, µM (doses to about 38.3 µM), for the others: top-dose activity change, negative = inhibition, hits mostly inhibitors | hit rate 0.31% among 330,000; active = well fitted inhibition curve with a large enough effect; inconclusive = small, poorly fitted or top-dose-only effect; inactive = no such curve, though single readings can be large or run the other way; tested in mouse RAW 264.7 cells; also: potency is read from the fitted curve at half-maximal effect; nearly all actives have a fitted effect of over 55% in size
* marks the source's active call; other numbers are inactive results. Unless noted, calls follow the shape of the dose curve; as a rule, active = well fitted curve in the direction sought with a large enough effect; inconclusive = small, poorly fitted or top-dose-only effect, or another doubt; inactive = no such curve, though single readings can be large; an effect the other way counts as inactive or inconclusive. Unless noted, % is scaled to controls: 0 for no effect and ±100 for the full control effect.

C[C@]12c3[nH]c4ccc(Cl)cc4c3CCN1C(=O)[C@@H](CC(=O)NCCCn1ccnc1)C[C@@H]2C(=O)N1CCCCC1 was read as KCNH2 3.1 inh -8, USP2a block 0%, BCR signal inh inconclusive, B2AR arrestin 0.0%, hERG WT inh 7, Eya2 phos inh -13%, Giardia killer -4 and uPA generation -9%.
Screening NC(=S)Nc1ccc(Oc2ccc(NC(N)=S)cc2)cc1 returned GALK inhibitor 0%, KCNH2 3.1 inh 3, USP2a block 0%, BCR signal inh -18%, B2AR arrestin 0.3%, PKM2 activator 2%, Coupling enz 5, hERG WT inh -14, Eya2 phos inh 5%, Giardia killer 12 and uPA generation -22%.
`O=C(NCCC1=CCCCC1)C1CCN(S(=O)(=O)c2cccs2)CC1` gave GALK inhibitor -3%, KCNH2 3.1 inh 34, USP2a block 2%, BCR signal inh -16%, B2AR arrestin 0.0%, PKM2 activator 3%, Coupling enz 3, hERG WT inh 0, Eya2 phos inh -1% and Giardia killer -2.
Screening COc1cc(NC(=O)Nc2ccc(C)cc2)cc([N+](=O)[O-])c1 returned GALK inhibitor 1%, KCNH2 3.1 inh 1, USP2a block 1%, BCR signal inh inconclusive, B2AR arrestin -0.4%, PKM2 activator -1%, Coupling enz 2, hERG WT inh -4, Eya2 phos inh 2%, Giardia killer 0 and uPA generation -15%.
`N=C1C(=O)OCC1c1ccccc1NC(=O)c1ccccc1` (configuration not stated) gave KCNH2 3.1 inh -5, USP2a block 1%, BCR signal inh 5%, B2AR arrestin -0.2%, PKM2 activator -1%, Coupling enz -1, hERG WT inh -2, Eya2 phos inh -8%, Giardia killer 3 and uPA generation 2%.
Screening COc1ccc(-n2cc(CN(C)CCO)c(-c3cccc(F)c3)n2)cc1 returned GALK inhibitor -2%, KCNH2 3.1 inh -13, USP2a block 6%, BCR signal inh inconclusive, B2AR arrestin 0.3%, PKM2 activator -9%, Coupling enz 1, hERG WT inh -3, Eya2 phos inh -4%, Giardia killer -1 and uPA generation -9%.
For O=C(Nn1cnnc1)c1cc2cc(Br)ccc2oc1=O the results were GALK inhibitor -1%, KCNH2 3.1 inh 7, USP2a block 1%, BCR signal inh 4%, B2AR arrestin -0.1%, PKM2 activator -2%, Coupling enz 3, hERG WT inh 4, Eya2 phos inh 2% and Giardia killer -2.
`Cc1nc(SCC(=O)NCC2CCCO2)c2oc3ccccc3c2n1` (configuration not stated) gave GALK inhibitor 6%, KCNH2 3.1 inh -9, USP2a block 3%, BCR signal inh 5%, B2AR arrestin -0.1%, PKM2 activator 6%, Coupling enz -1, hERG WT inh -8, Eya2 phos inh 5%, Giardia killer -1 and uPA generation -5%.
`Cc1ccc(NS(=O)(=O)c2cc(N)ccc2Cl)c(C)c1` gave GALK inhibitor -1%, KCNH2 3.1 inh 3, USP2a block -1%, BCR signal inh -23%, B2AR arrestin -0.1%, PKM2 activator 9%, Coupling enz -33*, hERG WT inh 13, Eya2 phos inh 4%, Giardia killer -11 and uPA generation 1%.
`Cc1ccc(N(C)S(=O)(=O)c2cccc(C(=O)NNC(=O)c3ccncc3)c2)cc1` gave KCNH2 3.1 inh 7, USP2a block 1%, BCR signal inh -1%, B2AR arrestin 0.3%, hERG WT inh 5, Eya2 phos inh -19%, Giardia killer -13 and uPA generation 1%.
For Cc1ccc(NC(=O)N2CCCC2C(=O)Nc2ccc3c(c2)OCO3)cc1 (configuration not stated) the results were GALK inhibitor 0%, KCNH2 3.1 inh 1, USP2a block 3%, BCR signal inh 1%, B2AR arrestin -0.6%, PKM2 activator -2%, Coupling enz 5, hERG WT inh -6, Eya2 phos inh -5%, Giardia killer 16 and uPA generation 2%.
Screening O=C/C(=C\Nc1ccc(S(=O)(=O)CCO)cc1)c1nc2cc(Cl)ccc2o1 returned GALK inhibitor -3%, KCNH2 3.1 inh 2, USP2a block 10%, BCR signal inh 0%, B2AR arrestin -1.0%, PKM2 activator -1%, Coupling enz 1, hERG WT inh 1, Eya2 phos inh 5%, Giardia killer -4 and uPA generation 4%.
Screening O=C(COc1ccccc1[N+](=O)[O-])N/N=C/C=C/c1ccco1 returned GALK inhibitor -2%, KCNH2 3.1 inh 13, USP2a block 1%, BCR signal inh inconclusive, B2AR arrestin inconclusive, PKM2 activator inconclusive, hERG WT inh -2, Eya2 phos inh 7%, Giardia killer 0 and uPA generation 1%.
Cc1ccc(C)c2sc(NC(=O)CN3C(=O)CCC3=O)nc12 was read as GALK inhibitor -3%, KCNH2 3.1 inh -1, USP2a block -2%, BCR signal inh inconclusive, B2AR arrestin -0.5%, PKM2 activator -10%, Coupling enz 0, hERG WT inh 9, Eya2 phos inh 8%, Giardia killer -12 and uPA generation -3%.
COc1ccc(CN(C2CCCC2)S(=O)(=O)c2ccc(-n3cnnn3)cc2)cc1 was read as GALK inhibitor 6%, KCNH2 3.1 inh -71*, PKM2 activator -1%, Coupling enz 0, hERG WT inh -39, Giardia killer 7 and uPA generation 0%.
Screening O=C(/C=C/c1cccc(F)c1)Nc1nccs1 returned GALK inhibitor -2%, KCNH2 3.1 inh 26, USP2a block 5%, BCR signal inh inconclusive, B2AR arrestin -0.2%, PKM2 activator 0%, Coupling enz 2, hERG WT inh -2, Eya2 phos inh -4%, Giardia killer -4 and uPA generation -1%.
CC1CC(C)CN(S(=O)(=O)c2ccc(C(=O)Nc3sccc3C(N)=O)cc2)C1 (configuration not stated) was read as GALK inhibitor 0%, KCNH2 3.1 inh 7, USP2a block -2%, BCR signal inh 4%, B2AR arrestin -0.2%, PKM2 activator -4%, Coupling enz 5, hERG WT inh -7, Eya2 phos inh -13%, Giardia killer 6 and uPA generation -13%.
`O=C(Nc1nccs1)C1CCN(S(=O)(=O)c2c(Cl)cccc2Cl)CC1` gave GALK inhibitor 0%, KCNH2 3.1 inh -11, USP2a block 0%, BCR signal inh inconclusive, B2AR arrestin 3.3%, PKM2 activator 1%, Coupling enz 6, hERG WT inh -6, Eya2 phos inh -14%, Giardia killer -3 and uPA generation 4%.
Screening COc1ccc(OC)c(S(=O)(=O)NCc2cn3ccsc3n2)c1 returned KCNH2 3.1 inh 4, USP2a block 3%, BCR signal inh 2%, B2AR arrestin 3.0%, PKM2 activator 1%, Coupling enz 6, hERG WT inh 2, Eya2 phos inh -2%, Giardia killer 3 and uPA generation -3%.
`COc1ccccc1CNCC(c1ccccc1)c1ccccc1` gave GALK inhibitor -1%, USP2a block -1%, BCR signal inh inconclusive, B2AR arrestin 0.5%, Coupling enz 0 and Eya2 phos inh 6%.
`COc1ccc(-c2nc(SC(C)C(=O)Nc3ccc(NC(C)=O)cc3)n[nH]2)cc1` (configuration not stated) gave KCNH2 3.1 inh 5, USP2a block 1%, BCR signal inh -13%, B2AR arrestin 0.2%, hERG WT inh 3, Eya2 phos inh 2%, Giardia killer -11 and uPA generation -1%.
`O=C(CN1CCOCC1)N1CCN(c2nnc(-c3ccccc3)c3ccccc23)CC1` gave GALK inhibitor -2%, KCNH2 3.1 inh 1, USP2a block 1%, BCR signal inh -6%, B2AR arrestin 0.0%, PKM2 activator 0%, Coupling enz -1, hERG WT inh 4, Eya2 phos inh 1%, Giardia killer 11 and uPA generation 2%.
OCCNC(=S)NCc1ccccc1 was read as GALK inhibitor 5%, KCNH2 3.1 inh 11, USP2a block 1%, BCR signal inh -4%, B2AR arrestin 0.5%, PKM2 activator -3%, Coupling enz 4, hERG WT inh 2, Eya2 phos inh 28%, Giardia killer 14 and uPA generation 13%.
For COc1ccc(N2CCN(C(CNC(=O)C(=O)NCc3cccnc3)c3ccco3)CC2)cc1 (configuration not stated) the results were GALK inhibitor -2%, KCNH2 3.1 inh 13, USP2a block 0%, BCR signal inh -1%, B2AR arrestin -0.2%, PKM2 activator 2%, Coupling enz 0, hERG WT inh 5, Eya2 phos inh 11%, Giardia killer 8 and uPA generation -5%.

Copied from the entries so far for reference:
OCCNC(=S)NCc1ccccc1 was read as GALK inhibitor 5%, KCNH2 3.1 inh 11, USP2a block 1%, BCR signal inh -4%, B2AR arrestin 0.5%, PKM2 activator -3%, Coupling enz 4, hERG WT inh 2, Eya2 phos inh 28%, Giardia killer 14 and uPA generation 13%.
For COc1ccc(N2CCN(C(CNC(=O)C(=O)NCc3cccnc3)c3ccco3)CC2)cc1 (configuration not stated) the results were GALK inhibitor -2%, KCNH2 3.1 inh 13, USP2a block 0%, BCR signal inh -1%, B2AR arrestin -0.2%, PKM2 activator 2%, Coupling enz 0, hERG WT inh 5, Eya2 phos inh 11%, Giardia killer 8 and uPA generation -5%.

Screening data (PubChem BioAssay)
